From PubChem BioAssay
IL1B secr inh: inflammasome signaling inhibition, IL-1 beta readout; 4.7% of 360,000 active; activity change, % at 57.5 µM; THP-1 LPS/ATP IL-1B secretion, AlphaLISA, 16 h; active compounds read low; in the data active means activity change below about -50%; inconclusive means mostly about -30% to -49%; further: on the % scale 0 is the no-effect control and ±100 the full control effect
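Secreted IL-1B measured by AlphaLISA bead assay after 16 h compound exposure of THP-1 cells; compounds (final up to 57.5 uM) added 1 h before LPS (250 ng/mL) and ATP (1.25 mM) stimulation; lower signal means less secretion.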
ATXN2 expr inh: ATXN2 expression inhibition. 0.72% of 360,000 active. Potency, µM (highest dose often 57 µM), without a hit: top-dose activity change, negative = inhibition, hits mostly inhibitors. HEK-293 ATXN2-luciferase reporter, luminescence, 24 h. AID 1745845; further: potency means the concentration at half of the fitted maximal effect; on the % scale 0 is the no-effect control and ±100 the full control effect; nearly all actives have a fitted effect of over 55% in size
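qHTS (up to 57 uM final) was run with 24 h compound exposure of reporter cells at 37 °C. Each well was multiplexed: SteadyGlo luminescence measured ATXN2-luciferase expression after a fluorogenic Gly-Phe-AFC viability readout (25 uM final).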
KB-3-1 tox: kills parental KB-3-1 adenocarcinoma cells. KB-3-1 viability, CellTiter-Glo ATP luminescence, 72 h. Potency, µM (doses to about 46.1 µM), for inactives: top-dose activity change, negative = cytotoxic, most hits filed as cytotoxic. 1.4% of 400,000 active; further: potency means the concentration at half of the fitted maximal effect; on the % scale 0 is the no-effect control and ±100 the full control effect; nearly all actives have a fitted effect of over 60% in size
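Here the drug-naive KB-3-1 line serves as comparator for MDR sub-line selectivity; cells received compound titrations, 72 h at 37 °C, then CellTiter-Glo readout.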
SW480 rerep: induces DNA re-replication in SW480 colon adenocarcinoma cells. SW480 DNA re-replication, Hoechst DNA content imaging, 48 h. Potency, µM (doses to about 46.1 µM), for inactives: at the highest dose re-replication activation, hits mostly activators. 1.8% of 340,000 active. AID 624297; further: potency means the concentration at half of the fitted maximal effect; % of control where 0% means no effect; nearly all actives have a fitted effect of over 55% in size
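Compounds, transferred as 23 nL by pin tool, were incubated with cells for 48 hr; DNA content per nucleus was then quantified by Hoechst staining and fluorescence plate imaging.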
MCF10A rerep: DNA re-replication induction in MCF 10a cells; MCF 10A DNA re-replication, Hoechst nuclear intensity, 48 h; Potency, µM (titrated, usually from 46.1 µM), for the others: at the highest dose activity, positive = re-replication, hits mostly activators; 2.9% of 350,000 active; AID 624296; further: potency means the concentration at half of the fitted maximal effect; % of control where 0% means no effect; nearly all actives have a fitted effect of over 50% in size
KB-V1 MDR tox: KB-V1 MDR subline cytotoxicity; KB-V1 MDR cells viability, CellTiter-Glo, 72 h; 3.4% of 400,000 active; Potency, µM (titrated, usually from 46.1 µM), inactives show at the highest dose activity change, negative = cytotoxicity, usual class: cytotoxic; AID 1347076; further: potency means the concentration at half of the fitted maximal effect; on the % scale 0 is the no-effect control and ±100 the full control effect; nearly all actives have a fitted effect of over 60% in size
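Following 72 h at 37 degrees C with compound, KB-V1 cell viability was read by CellTiter-Glo luminescence, medium being phenol-red-free DMEM plus 10% FBS; concentration-response parameters came from normalized, curve-fitted qHTS data.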
HT1080 IDH1KD tx: HT-1080 IDH1 knockdown cell toxicity (counter line); HT-1080 IDH1 knockdown viability, ATP luminescence, 48 h; Potency, µM (top dose mostly 46.1 µM), inactives show top-dose activity, negative = toxicity, actives largely listed as cytotoxic; 2% of 360,000 active; AID 686971;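 further: potency means the concentration at half of the fitted maximal effect; 0% = DMSO wells and -100% = cell-free medium wells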
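Using the IDH1-knockdown HT-1080 line run in the same batch and compound series as the NT line, viability after 48 h at 37 °C was determined by CellTiter-Glo luminescence and expressed as % activity.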
ATXN viability: cell viability loss in ATXN counter-screen; S2 cells (HEK-293 line with an ATXN2-luciferase reporter) viability, CellTiter-Fluor protease fluorescence, 24 h; Potency, µM (series often up to 56.7 µM), most hits filed as cytotoxic; 0.49% of 400,000 active; AID 651635; further: potency means the concentration at half of the fitted maximal effect; nearly all actives have a fitted effect of over 40% in size
HT1080-NT tox: kills 2HG-producing HT-1080-NT fibrosarcoma cells | HT-1080-NT fibrosarcoma viability, CellTiter-Glo ATP luminescence, 48 h | Potency, µM (series often up to 46.1 µM), for the others: top-dose activity, negative = less viability, most hits filed as cytotoxic | 1.6% of 360,000 active | AID 686970;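 further: NT is the 2HG producing partner of a matched IDH1 knockdown line; potency means the concentration at half of the fitted maximal effect; 0% = DMSO-treated cells and -100% = media-only wells without cells; nearly all actives have a fitted effect of over 55% in size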
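A 48-hour cytotoxicity screen used HT-1080-NT cells plated 2 hours before compound delivery. ATP-based CellTiter-Glo luminescence measured viability, normalized to DMSO and no-cell controls.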
Numbers without * were called inactive; i = inactive; u = inconclusive; x = not tested or not shown; & = joins results of further samples; [ ] = another dose, or the depositor's remark. Unless noted, the call rests on the fitted dose curve; in most records, active means well fitted curve in the direction sought with a large enough effect; inconclusive means small, poorly fitted or top-dose-only effect, or another doubt; inactive means no such curve, though single readings can be large; an effect the other way counts as inactive or inconclusive. No enrichment for hits, and some 11% of all compounds hit somewhere here.

SMILES	IL1B secr inh	ATXN2 expr inh	KB-3-1 tox	SW480 rerep	MCF10A rerep	KB-V1 MDR tox	HT1080 IDH1KD tx	ATXN viability	HT1080-NT tox
CCN(CC)CCN(C(=O)c1cccc(N2C(=O)CCC2=O)c1)c1nc2cc3c(cc2s1)OCO3	u	3.5%	5.9%	-1.0%	7.4%	1.8%	-3.9%	i	-5.7%
O=C(COc1ccccc1Cl)NNC(=O)C1CCCO1 (stereo not drawn)	0.7	9.9%	-14.6%	1.3%	-0.9%	3.2%	14.0%	i	6.2%
O=C(/C=C/c1ccccc1[N+](=O)[O-])N1CCN(C(=O)c2ccco2)CC1	-2.7	-16.6%[11.3 µM]	0.4%	3.7%[1.84 µM]	-31.1%[inhibitor]	4.3%	14.3%	i	2.0%
Cc1cccc(C(=O)N/N=C/c2ccccn2)c1	27.1	-18.2%	-28.7%	-5.7%	12.9%	-23.0%	u	u	-19.1%
CC(=O)Nc1ccc(S(=O)(=O)NCC(=O)OCC(=O)N2CCCc3ccccc32)cc1	30.8	9.3%	7.1%	-9.0%	-7.2%	u	2.9%	i	4.9%
Cc1cccc(CNS(=O)(=O)c2ccc(-c3ccc(=O)[nH]n3)s2)c1	-5.6	0.5%	-3.5%	0.5%	-1.3%	4.9%	-10.6%	i	-19.4%
O=C(Cc1ccccc1)Nc1ccc(NC(=O)c2cccs2)cc1Cl	-18.6	3.1%	-0.1%	-3.9%	19.6%	-0.1%	0.1%	i	-1.9%
O=C(NCCCc1ccccc1)c1cnc2n(c1=O)CCS2	-18.8	59.7%[activator]	24.2%	-8.3%	-7.2%	14.6µM*	-4.6%	i	0.6%
COc1cccc(CN2CCC(C(=O)N3CCN(c4ccccc4F)CC3)CC2)c1OC	0.0	-11.2%	8.9%	-702.7%[inhibitor]	11.3%	u	12.9%	i	7.5%
CSC(=S)N/N=C/c1ccccc1	24.8	-4.6%	6.0%	-11.1%	-6.3%	-0.1%	-12.8%	i	-11.4%
Cc1cc(=O)[nH]c(SCC(=O)Nc2ccc(S(N)(=O)=O)cc2)n1	26.1	6.9%	-1.1%	1.4%	-11.8%	-7.2%	11.6%	i	2.0%
COC(=O)c1cc(Br)ccc1OC(=O)c1cccnc1	9.9	6.1%	7.5%	-0.9%	0.4%	0.0%	-0.3%	i	-2.2%
O=C(NNC(=O)C1CC1)c1cc(Br)c(Br)s1	-8.5	7.3%	-1.5%	-24.8%	-2.7%	u	7.2%	i	14.3%
Cc1ccc(-c2cnc(NC(=O)CCC(=O)N3CCCCC3)n2C)cc1	-0.9	8.6%	-10.2%	-1.8%	16.9%	1.3%	-24.0%	i	-4.5%
CCOc1ccc(-c2cc(C(=O)N3CCN(C)CC3)c3ccccc3n2)cc1	-2.8	4.1%	-19.6%	0.7%	-2.6%	-6.3%	0.9%	i	6.4%
O=C(NCCCc1ccccc1)c1cccc(NC(=O)C2CCCCC2)c1	-18.6	-30.8%	11.9%	2.1%	8.9%	3.2%	-3.5%	i	-1.6%
COC(=O)C(C#N)c1nc2ccccc2nc1N1CCCC1 (stereo not drawn)	-1.3	-10.6%	0.0%	-0.1%	15.7%	0.0%	-4.1%	i	-0.5%
Cc1ccc(NC(=O)C2CCCN(S(=O)(=O)c3cnc[nH]3)C2)cc1F (stereo not drawn)	-13.2	-14.1%	7.0%	0.7%	-5.1%	-16.8%	-3.9%	i	0.0%
Cc1cn(-c2cc(C(=O)Nc3ccc(C)c(NC(=O)C(=O)c4c[nH]c5ccccc45)c3)cc(C(F)(F)F)c2)cn1	2.5&37.1	u	-6.6%&0.4%	6.2%	u	11.8%&0.0%	u	x	u
CCc1ccc(CNC(=O)C2CC(=O)N(C3CCCC3)C2)cc1 (stereo not drawn)	9.8	x	-0.8%	-4.6%	0.7%	22.1%	0.0%	u	-0.1%
CCN(CC)C(=O)Cn1cc(S(=O)(=O)CC(=O)NC2CCCCC2)c2ccccc21	-19.5	10.3%	-2.1%	-4.2%	2.2%	1.2%	13.7%	i	0.0%
CCOC(=O)c1c(SC)nc(SC)c2c1CCC2	10.6	6.4%	12.2%	-3.7%	-4.1%	4.5%	6.1%	i	18.0%
O=c1c2cc([N+](=O)[O-])ccc2sn1-c1ccccc1	14.7	22.9%	-9.6%	x	x	-9.1%	-3.3%	i	-5.1%
CCOC(=O)c1scc(-c2ccccc2)c1S(=O)(=O)Nc1cc(Cl)c(OC)cc1OC	x	u	-4.1%	x	x	-2.4%	x	u	x
Cc1ccc(C(=O)NC2CCCCCCC2)cc1S(=O)(=O)N1CCOCC1	-0.7	43.8%[activator]	0.0%	-1.2%	16.2%	-12.1%	15.6%	i	12.2%

As entered above.
Result for O=C(Cc1ccccc1)Nc1ccc(NC(=O)c2cccs2)cc1Cl in ATXN2 expr inh: 3.1%
Result for COc1cccc(CN2CCC(C(=O)N3CCN(c4ccccc4F)CC3)CC2)c1OC in HT1080 IDH1KD tx: 12.9%
Result for CCOc1ccc(-c2cc(C(=O)N3CCN(C)CC3)c3ccccc3n2)cc1 in MCF10A rerep: -2.6%
Result for Cc1ccc(NC(=O)C2CCCN(S(=O)(=O)c3cnc[nH]3)C2)cc1F (stereo not drawn) in ATXN2 expr inh: -14.1%
Result for Cc1cccc(C(=O)N/N=C/c2ccccn2)c1 in HT1080-NT tox: -19.1%
Result for COC(=O)c1cc(Br)ccc1OC(=O)c1cccnc1 in HT1080-NT tox: -2.2%

The list continues:
SMILES	IL1B secr inh	ATXN2 expr inh	KB-3-1 tox	SW480 rerep	MCF10A rerep	KB-V1 MDR tox	HT1080 IDH1KD tx	ATXN viability	HT1080-NT tox
O=C(COC(=O)C1(c2ccc(Cl)cc2)CCCC1)Nc1ncc(C(F)(F)F)cc1Cl	29.2	x	2.3%	-3.1%	14.4%	2.6%	1.3%	i	1.1%
CCc1nnc(NC(=O)CSc2nnc(-c3ccco3)n2CC)s1	26.4	7.4%	u	-7.1%	1.4%	u	9.6%	i	1.0%
COc1ccc(Br)cc1C(=O)Nc1ccc(C(=O)NCC(C)C)cc1	u	x	-15.3%	10.6%	3.5%	8.3%	-3.2%	i	-5.1%
CC1CCN(C(=O)NC(=O)c2ccc(Cl)cc2)CC1	-21.9	13.7%	6.0%	-6.2%	-0.6%	7.4%	5.8%	i	5.3%
COc1ccc(C(C)=NNC(=O)c2cccc(S(=O)(=O)N3CCCC3)c2)cc1	14.8	-19.1%	-2.3%	-1.7%	5.6%	-0.3%	-10.5%	i	-5.1%
O=C(CSc1nnc(CCCO)n1-c1ccccc1)Nc1nccs1	3.4	-2.8%	1.6%	-8.0%	0.6%	25.6%	0.6%	u	20.9%
Cc1c(C2=CCN(S(=O)(=O)c3ccc(CC(C)C)cc3)CC2)c2ccccc2n1CC(=O)N1CCCC1	x	-14.8%	5.6%	x	x	16.4%	x	i	x
COc1ccccc1CNC(=O)Cn1c(=O)ccc2cc(S(=O)(=O)N3CCCC3)ccc21	x	7.9%	13.6%	x	x	0.0%	x	i	x
O=C(COc1ccc(Cl)cc1Cl)N1CCNC1=O	-5.8	x	-2.7%	1.9%	-1.2%	-2.0%	20.9%	i	-0.2%
COCCCNC(=S)NNC(=O)c1ccoc1C	16.2	4.3%	0.0%	-3.8%	-2.7%	9.8%	7.8%	i	10.8%
C1=Nc2ccccc2CN1c1ccccc1	8.3	49.1%[activator]	-3.5%	-0.9%	20.9%	-29.7%	5.1%	i	6.3%
CCOC(=O)C(=Cc1ccc(Br)cc1)C(=O)OCC	-96.9*	u	u	7.31µM*	1.64µM*	16.4µM*	6.51µM*	8.91µM*	20.6µM*
COc1cc(CN2CCCC(N3CCc4ccccc4C3)C2)c(Cl)cc1O (stereo not drawn)	28.4	5.3%	-2.5%	-2.9%	6.3%	17.6%	1.3%	i	-11.7%
O=C(CSc1ccccn1)N1CCCC(Nc2ccccc2)C1 (stereo not drawn)	41.6	-1.3%	8.4%	-1.0%	0.2%	16.5%	10.0%	i	3.6%
CCc1ccc(NC(=O)COc2ccc(/C=C(/C#N)c3nc4ccccc4[nH]3)cc2OC)cc1	37.6	4.47µM*	1.46µM*	u	u	u	u	x	u
CCOc1ccccc1-n1c(N)c(C(N)=O)sc1=S	-1.5	2.8%	1.0%	-0.8%	11.1%	-0.7%	1.8%	i	9.6%
CCN1C(=O)C(c2ccc(O)cc2)(c2ccc(O)cc2)c2ccccc21	-93.9*	-0.4%	-1.0%	-91.8%[inhibitor]	20.5%	16.5%	-5.4%	i	-9.6%
CCc1ccc(NC(=O)C(=O)NCC2CCCN2S(=O)(=O)c2cccs2)cc1 (stereo not drawn)	-14.2	-18.7%	-21.3%	-3.3%	16.1%	-6.2%	-8.7%	i	-1.9%
CCc1ccccc1N(C(C)=O)c1nc(CN=C=S)cs1	2.1	-8.6%	9.9%	52.9%	17.2%	5.0%	-4.4%	i	2.8%
CCCCC[n+]1ccn(C2=C([O-])c3ccccc3C(=O)/C2=N\S(=O)(=O)c2ccccc2)c1	20.4	u	u	11.2µM*	18.7%	5.0%	18.4µM*	i	u
COc1ncnc2c1oc1nc(C)c3c(c12)CC(C)(C)OC3	-4.8	12.9%	-12.2%	-23.6%	-2.9%	-21.7%	10.8%	u	2.5%
CCOC(=O)c1nc(NCCc2ccccc2)sc1C	-26.5	27.4%	6.8%	6.3%	2.06µM*	10.9%	8.2%	u	6.3%
Nc1ccccc1NC(=O)c1ccccc1	86.6	1.8%	u	-5.2%	9.5%	-23.7%	-13.5%	i	-3.1%

Record cards, as listed above:
Results for CCOC(=O)c1nc(NCCc2ccccc2)sc1C = IL1B secr inh: -26.5; ATXN2 expr inh: 27.4%; KB-3-1 tox: 6.8%; SW480 rerep: 6.3%; MCF10A rerep: 2.06µM*; KB-V1 MDR tox: 10.9%; HT1080 IDH1KD tx: 8.2%; ATXN viability: u; HT1080-NT tox: 6.3%
Results for COc1ccccc1CNC(=O)Cn1c(=O)ccc2cc(S(=O)(=O)N3CCCC3)ccc21 = IL1B secr inh: x; ATXN2 expr inh: 7.9%; KB-3-1 tox: 13.6%; SW480 rerep: x; MCF10A rerep: x; KB-V1 MDR tox: 0.0%; HT1080 IDH1KD tx: x; ATXN viability: i; HT1080-NT tox: x
